Assay outcomes deposited in PubChem BioAssay by National Center for Advancing Translational Sciences (NCATS).
Lipid storage S3: qHTS Assay for Lipid Storage Modulators in Drosophila S3 Cells; Drosophila S3 cells, BODIPY lipid droplet fluorescence, 18-24 h; cells fed with added oleic acid; lipid storage change, negative = inhibition, % at the top dose, mostly 46.1 µM; hits show Potency in µM; 320,000 compounds, 0.64% hits; AID 2685; active = well fitted inhibition curve with a large enough effect in the signal ratio, with a control signal flat, not every such curve was filed as active; inconclusive = small, poorly fitted or top-dose-only effect, or effect the other way, or a change in a side signal; the % refers to the signal ratio
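Laser-scanning cytometry quantifies lipid droplet accumulation (500–530 nm total intensity; droplet/cell object ratio) in oleic acid-fed (400 uM added) Drosophila S3 cells treated with a concentration series. 20 uM Triacsin C defined 100% inhibition.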
Lipid storage S3 cell count max: also measured in Lipid storage S3; calls as there; cell number change, %; measured here: cell count max response;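 cells counted by Cell Tracker Red CMTPX staining in the red channel; peak over a dose series mostly up to 46.1 µM; percent activity relative to internal control wells on each plate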
* marks the source's active call; other numbers are inactive results; i = inactive; u = inconclusive; x = not tested or not shown; [ ] = remark or other dose. % is scaled to controls: 0 for no effect and ±100 for the full control effect; potency is read from the fitted curve at half-maximal effect.

nr	SMILES	Lipid storage S3	Lipid storage S3 cell count max
1	COC(=O)NC1(C(F)(F)F)C(=O)Nc2c1c(=O)n(C)c(=O)n2C (stereo not drawn)	u	x
2	O=C(N/N=C/c1ccc(Br)o1)/C(=C/c1ccc([N+](=O)[O-])cc1)NC(=O)c1ccccc1	12%	-1
3	Fc1ccc(Nc2ccnc(Nc3ccc(F)cc3)n2)cc1	u	x
4	O=C(COC(=O)CCC(=O)c1cccs1)Nc1ccc(Cl)cn1	1%	1
5	CCC(=O)N1CCN(c2ccccc2NC(=O)Cc2ccc(Cl)cc2)CC1	u	x
6	CN(C)C(CNC(=O)c1cccc(S(=O)(=O)N(C)C)c1)c1ccccc1 (stereo not drawn)	i	6
7	COc1cc(C=O)ccc1OCCCOc1ccc([N+](=O)[O-])cc1	-8%	x
8	Cc1cc(=O)n2nc(N3CCC(C(=O)NCCc4ccc(Cl)cc4)CC3)sc2n1	u	x
9	CC(C)Cc1n[nH]c(=O)c2c1nnn2Cc1ccccc1F	u	x
10	NCCCC[C@H]1CNC(=S)N1CC1CCCCC1	1%	11
11	O=C(CSc1nncc2ccccc12)Nc1cccc(C(=O)O)c1	i	5
12	O=C(NCc1ccc2c(c1)OCO2)c1ccc(S(=O)(=O)NCC2CCCO2)cc1 (stereo not drawn)	u	x
13	CC1CCN(Cc2c(C(=O)N/N=C/c3ccccc3O)nnn2-c2nonc2N)CC1	u	x
14	Cn1cc(C(=O)NC2CCCCCC2)c(=O)c2cc(S(=O)(=O)N3CCCC3)ccc21	u	x
15	CCCCOC(=O)Nc1ccc(OC)cc1S(=O)(=O)N1CCOCC1	u	x
16	O=C(COn1nnc2ccc(C(F)(F)F)cc21)Nc1c(Cl)cccc1Cl	u	x
17	Clc1ccc(C[n+]2cc(-c3ccccc3)n3c2CCCCC3)c(Cl)c1	-25%	-12
18	CCN1CCN(C(=O)CN(c2cccc(Br)c2)S(=O)(=O)c2ccccc2)CC1	u	x
19	Cc1ccccc1-n1c(=O)c2ccccc2n2nnnc12	11%	1
20	CCS(=O)(=O)c1ccc2oc(SCC(=O)NC34CC5CC(CC(C5)C3)C4)nc2c1	u	x
21	Cc1cccc(C(C)(C)C)c1OCCOCCN1CCCC1	-7%	-10
22	O=C(CCNc1ccccc1)c1ccc2c(c1)OCO2	u	x
23	C/C(=N\NC(=O)c1ccc(N2CCCC2=O)cc1)c1ccccc1	u	x
24	Cc1nc2ncccn2c1-c1csc(NCc2ccco2)n1	u	x
25	CCCn1c(SCC(=O)N(CC)CC)nnc1-c1ccncc1	1%	16
26	OCC1(CCOc2ccccc2)CCN(Cc2cc(Cl)ccc2O)CC1	u	x
27	Cc1ccc(NC(=S)NCc2ccc(F)cc2)c(C)c1	-6%	-8
28	O=C(CSc1nc(-c2ccco2)cc(C(F)(F)F)n1)Nc1cccnc1	u	x
29	CCOc1c2ccc(C(=O)NCCCCc3ccccc3)cc2nn1C	-4%	-17
30	O=S(=O)(c1ccc(Cl)c(Cl)c1)N1CCc2nc3ccccc3n2CC1	i	x
31	CN1CCC(=NNC(=O)COc2ccc(Cl)cc2)CC1	u	x
32	CCSc1nc2ccccc2n1CC(=O)O	-29%	7

Entries by screen from the list:
Lipid storage S3 for nos. 25–32 → 1%, u, -6%, u, -4%, i, u, -29%

(further entries)
nr	SMILES	Lipid storage S3	Lipid storage S3 cell count max
33	Cc1ccccc1N1CCN(C(=O)c2cc(C3CC3)nn2-c2ccccc2)CC1	u	x
34	Fc1ccc(-c2cn3cc(C(F)(F)F)cc(Cl)c3n2)cc1	-26%	-28
35	C=CCOC(=O)C1=C(C)Nc2[nH]c(=O)[nH]c(=O)c2C1c1cccc(OC)c1 (stereo not drawn)	12%	3
36	Cc1ccc(N2CCN(S(=O)(=O)c3cccs3)CC2C)cc1 (stereo not drawn)	3.7µM*	-24*
37	CCOCCOC(=O)C1=C(C)NC(=O)NC1c1ccc2c(c1)OCO2 (stereo not drawn)	-14%	4
38	COc1ccc(OC)c2c1sc(=NC(=O)c1ccco1)n2C	u	x
39	COc1ccc(C(C)=O)cc1COC(=O)c1cccnc1Cl	-20%	21
40	O=C1c2ccccc2C(=O)N1CCCc1nc(-c2ccccc2)no1	0%	-20
41	CC1(C)SC[C@H](C(=O)Nc2cccc(Cl)c2)N1C=O	8%	2
42	COCCCNc1oc(/C=C/c2ccccc2)nc1C#N	u	x
43	COCCCn1c(=O)c2sccc2n2c(CCCC(=O)NCc3ccc(OC)cc3)nnc12	u	x
44	CCc1nnc(SCC(=O)Nc2ccc(NC(C)=O)cc2)n1-n1cccc1	6%[0.0737 µM]	x
45	COc1cccc(-n2c(=O)c3ccccc3n(CC(=O)NCC3CCCO3)c2=O)c1 (stereo not drawn)	u	x
46	COC(=O)c1cc(C)sc1NC(=O)c1ccco1	-17%	x
47	C=CCC(=O)N1CCCC(C(=O)c2ccc(Cl)cc2)C1 (stereo not drawn)	9%	1
48	Cc1ccc(Nc2cc(C)nc3ncnn23)c(Cl)c1	13%	2
49	CCOC(=O)c1cnc(SCC(=O)N2CCOCC2)nc1N	0%	-14
50	O=C(COc1ccccc1Cl)Nc1ccc(CN2CCOCC2)cc1	3%	0
51	Cc1cc(C)n2nc(C(=O)NC3CCCc4ccccc43)nc2n1 (stereo not drawn)	u	x
52	CCOc1cc(CC(=O)N[C@@H](CC(C)C)c2ccccc2N2CCCCC2)ccc1C(=O)O	u	x
53	COc1ccc2c(c1)NC(=O)CC(c1ccccc1)=N2	-2%	-1
54	C/C(=N\NC(=O)CSc1nc(C)cc(C)n1)c1cccc([N+](=O)[O-])c1	u	x
55	COc1ccc(-n2c(SCC(=O)NCCC(C)C)nc3ccsc3c2=O)cc1	u	x
56	Cc1ccc(-c2ccc(SCC(=O)Nc3nonc3C)nn2)cc1	u	x
57	CCn1c(CCNC(=O)c2ccc(OC)cc2)nnc1SCc1ccc(Cl)cc1Cl	u	x
58	CCOC(=O)C1CCCN(c2c(N3CCC(N4CCCCC4)CC3)c(=O)c2=O)C1 (stereo not drawn)	u	x
59	CCCCN=C1C([N+](=O)[O-])=CC=C2C1=NC1(CCCCC1)N2O	u	x
60	O=C(CNC(=O)Cc1ccc(Cl)cc1)NCc1ccco1	12%	-3
61	CC(=O)Nc1cc(-n2cnnn2)ccc1C	-1%	3
62	Cc1cc(C(=O)COC(=O)C(C)NC(N)=O)c(C)n1Cc1ccco1 (stereo not drawn)	u	x
63	CCC(C)N(CC(=O)NCc1ccc(OC)cc1)C(=O)c1csnn1 (stereo not drawn)	u	x
64	COc1cc2cc(C(c3nnnn3C3CCCC3)N3CCc4ccccc43)c(=O)[nH]c2cc1OC (stereo not drawn)	u	x
65	COc1ccccc1C(CNC(=O)c1ccc(NS(=O)(=O)c2ccc(F)c(C)c2)cc1)N1CCCC1 (stereo not drawn)	u	x
66	COc1ccc(CC(=O)Nc2nc(-c3cccc([N+](=O)[O-])c3)cs2)cc1	u	x
67	COc1cccc(OCC(=O)N(Cc2nc(-c3ccc(Cl)cc3)no2)C(C)C)c1	u	x
68	COC(=O)C1=C(C)NC(C)=C(C(=O)OC)C1C(=O)OCc1nnc(-c2ccccc2Cl)o1	u	x
69	CCOC(=O)c1ccc(NC(=S)N2CCCC(C(=O)N3CCCC3)C2)cc1 (stereo not drawn)	2%	x
70	CCOc1nsc(OCC)n1	-5%	-3
71	Cc1cccc(CN2C(=O)N/C(=C/c3cc(C)n(-c4ccccn4)c3C)C2=O)c1	u	x
72	CC(C)(C)NC(=O)NC(=O)COC(=O)c1ccco1	14%	x
73	O=C(Cn1cc([N+](=O)[O-])cn1)NCCc1c[nH]c2ccccc12	-13%	-22
74	N#Cc1ccc2ccn(CC(=O)NC3CCCCCC3)c2c1	u	x
75	CCN1C(=O)[C@@H]2C(C(=O)c3cnccn3)=NN[C@@H]2C1=O	2%	10
76	Cc1nnsc1C(=O)NC1CCCc2c1cnn2-c1ccccc1F (stereo not drawn)	4.1µM*	x
77	C(#Cc1ccc(C#CCN2CCOCC2)cc1)CN1CCOCC1	25%	0
78	COc1ccc(CC2(CO)CCN(S(=O)(=O)c3c(C)nn(C)c3C)CC2)cc1	8%	-13
79	O=C1CC(C(=O)Nc2ccc(Cl)cc2)S/C(=N\N=C\c2ccco2)N1 (stereo not drawn)	5%	3
80	Cc1cccc(OCC(=O)N2CCN(C(=O)c3cccs3)CC2)c1	17%	-8

2 compounds picked at random from the list so far:
nr	SMILES	Lipid storage S3	Lipid storage S3 cell count max
73	O=C(Cn1cc([N+](=O)[O-])cn1)NCCc1c[nH]c2ccccc12	-13%	-22
75	CCN1C(=O)[C@@H]2C(C(=O)c3cnccn3)=NN[C@@H]2C1=O	2%	10

Carrying on:
nr	SMILES	Lipid storage S3	Lipid storage S3 cell count max
81	CCn1c(NC(=O)C(C)C)c(-c2ccccc2)c(=O)c2ccccc21	-3%	16
82	OCC[C@H]1C[C@@H](O)[C@H](O)[C@@]2(Cc3ccccc3CCO2)O1	u	x
83	COc1ccccc1C(=O)N/N=C/c1c[nH]c2ccccc12	-5%	14
84	CC(C)C(=O)Nc1ccc(C(=O)NN2C(=O)c3ccccc3C2=O)cc1	u	x
85	COCCNC(=O)c1cnn2c(C(F)(F)F)cc(-c3ccc(C)cc3)nc12	u	x
86	O=C1C(Cl)=C(NCc2cccnc2)C(=O)c2ccccc21	u	x
87	Cn1cnc([N+](=O)[O-])c1Oc1ccccc1	u	x
88	CCCCNC(=S)NNC(=O)c1cccnc1	5%	1
89	COc1ccc(CCN2CC(C(=O)N3CCCCCC3)CCC2=O)cc1 (stereo not drawn)	12%	1
90	CCOC(=O)c1c(C)[nH]c(C)c1S(=O)(=O)N(C)CC(=O)N(C)Cc1ccccc1	i	-12
91	Cc1ccc(NC(=O)c2nc[nH]c2C(=O)N2CCN(c3ccccc3)CC2)cc1	u	x
92	Nc1nc(SCc2ccccc2)ns1	24%	6
93	COc1cccc(CN(CC2CCCO2)S(=O)(=O)c2ccc(S(=O)(=O)NCC3CCCO3)cc2)c1OC (stereo not drawn)	-1%	4
94	CCCCN(CCCC)CCNC(=O)c1ccc2nc(-c3ccccc3NC(C)=O)c(=O)[nH]c2c1	u	x
95	Cc1ccc(C(=O)CCC(=O)OCc2nnc(-c3ccccc3)o2)cc1	i	x
96	Cc1nnc2ccc(-c3cccc(NS(=O)(=O)c4ccccc4[N+](=O)[O-])c3)nn12	u	x

Structural class, those above containing a COOH group.
nr	SMILES	Lipid storage S3	Lipid storage S3 cell count max
11	O=C(CSc1nncc2ccccc12)Nc1cccc(C(=O)O)c1	i	5
32	CCSc1nc2ccccc2n1CC(=O)O	-29%	7
52	CCOc1cc(CC(=O)N[C@@H](CC(C)C)c2ccccc2N2CCCCC2)ccc1C(=O)O	u	x

Next part.
nr	SMILES	Lipid storage S3	Lipid storage S3 cell count max
97	CCOC(=O)c1sc(/N=C/c2c(C)[nH]n(-c3ccccc3)c2=O)c(C#N)c1C	u	x
98	CCc1c(C)nc2ncnn2c1N1CCCC(C(=O)NCc2ccc3c(c2)OCO3)C1 (stereo not drawn)	u	x
99	Nc1c(-c2ccsc2)cnc2ncnn12	u	x
100	COCCCNC(=O)CN1C(=O)c2ccccc2C1=O	u	x
101	O=C(COc1ccc(S(=O)(=O)N2CCOCC2)cc1)NCc1ccco1	-9%	-11
102	Cc1c(Br)c([N+](=O)[O-])nn1CC(=O)Nc1nccs1	3%	x
103	O=C(CCCCCn1c(=S)[nH]c2cc3c(cc2c1=O)OCO3)N1CCN(C2CCCCC2)CC1	u	x
104	CCOc1ccc(Cn2c(O)cc(=O)[nH]c2=O)cc1	2%	16
105	C=CCOC(=O)C1=C(C)NC(SCC(=O)N(CC)CC)=C(C#N)C1c1ccccc1 (stereo not drawn)	9%	-4
106	COc1ccc(NC(=O)COc2cc(O)c3c(c2)OC(C)(C)CC3=O)cc1	u	x
107	CC/C(=N\NC(=O)c1ccc2c(c1)OCO2)C12CC3CC(CC(C3)C1)C2	u	x
108	Cc1cc(NS(=O)(=O)c2ccc(NC(=O)c3cc(-c4ccccc4Cl)nc4ccccc34)cc2)no1	u	x
109	COc1ccc(NC(=O)C(=O)NCCN2CCN(C(=O)C(c3ccccc3)c3ccccc3)CC2)cc1	u	x
110	Cc1csc2nc(CNC(=O)CCC(=O)O)cn12	5%	-4
111	CN=C1SC(CC(=O)Nc2cccc(C(F)(F)F)c2)C(=O)N1C (stereo not drawn)	i	7
112	CC(=O)O/N=C(/c1nonc1N)N(C)C	u	x
113	CCc1cc(=O)oc2cc(OC(C)C(=O)NCC(O)c3ccccc3)c(Cl)cc12 (stereo not drawn)	i	-25
114	COc1ccccc1NC(=O)CN1C(=O)COc2ccc(S(=O)(=O)N3CCC(C)CC3)cc21	i	-10
115	CCc1nnc(NS(=O)(=O)c2ccc(NC(=O)c3ccc(Br)cc3)cc2)s1	u	x
116	COc1ccc(C(C)=O)cc1CSc1nnc(SCc2cc(C(C)=O)ccc2OC)s1	13%	8
117	NS(=O)(=O)c1ccc(CCNC(c2ccccc2)c2ccccc2)cc1	i	4
118	COc1ccccc1/C=C/C=N\N1CCN(Cc2ccccc2Cl)CC1	u	x
119	CCCCN(C)S(=O)(=O)c1ccc(C(=O)Nc2nnc(-c3cccs3)o2)cc1	-7%	8
120	Cc1ccc(NC(=O)CNc2cccc(S(=O)(=O)N3CCCC3)c2)cc1F	u	x

A portion of the library; rates above refer to the full screens.
